HttQ103 aggreg: mutant huntingtin aggregation inhibition | PC12 HttQ103-GFP aggregates, Acumen cytometry, 40 h | Potency, µM (top dose mostly 46.1 µM), for inactives: at the highest dose activity change, negative = inhibition, most hits filed as inhibitors | AID 1688 | 1.1% of 220,000 active; note: potency is the fitted concentration of half-maximal effect; % is set by controls: 0 for no effect and ±100 for the full control effect; nearly all actives have a fitted effect of over 60% in size
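Aggregates are detected as GFP objects 1–25 µm with signal 6 STDEV over background in lysates of induced PC12 cells. These carry Huntingtin exon 1 with 103 glutamines fused to GFP under an ecdysone promoter; compounds titrated.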
LMNA splice mod: LMNA splicing modulation; HeLa LMNA splicing GFP/RFP minigene ratio, 48 h; Potency, µM (doses to about 46.1 µM), without a hit: at the highest dose ratio change, negative = inhibition, most hits filed as inhibitors; 0.01% of 200,000 active; active = well fitted inhibition curve with a large enough effect in the signal ratio, with a control signal flat, not every such curve was filed as active; inconclusive = small, poorly fitted or top-dose-only effect, or effect the other way, or a change in a side signal; the % refers to the signal ratio; note: potency is the fitted concentration of half-maximal effect; % is set by controls: 0 for no effect and ±100 for the full control effect
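S3 HeLa cells stably expressing lamin A-EGFP splicing minigene plus DsRed2, 600 cells/well, 48 h compound exposure at 37C. Laser-scanning cytometry; analysed as GFP (500-530 nm)/RFP (575-640 nm) total intensity ratio; 0.5% DMSO vehicle.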
GAA glycogen mod: GAA glycogen-cleavage inhibition or activation | 0.38% of 300,000 active | recombinant GAA, glycogen substrate, Amplex Red glucose oxidase fluorescence | Potency, µM (highest dose often 76.4 µM), for the others: at the top dose activity change, negative = inhibition, hits mostly inhibitors;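 note: potency is the fitted concentration of half-maximal effect; 0% = full enzyme reaction and -100% = no-enzyme basal signal; the screen sought inhibitors and activators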
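Recombinant human alpha-glucosidase (4 nM final) hydrolysed bovine liver glycogen (30 ug) for 40 min at 37 C in pH 5.0 citrate/phosphate with 0.01% Tween-20. Released glucose detected by glucose oxidase/Amplex Red, Ex 573/Em 610 nm. Compounds up to 77 uM; AC50 from Hill fits.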
aGlu spleen mod: inhibitors or activators of human alpha-glucosidase in spleen homogenate; AID 2112; 0.006% of 240,000 active; Potency, µM (series often up to 79.9 µM), without a hit: at the highest dose activity change, negative = inhibition, hits mostly inhibitors; P10253; human spleen homogenate, 4-MU-alpha-glucoside fluorescence;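 note: potency is the fitted concentration of half-maximal effect; 0% = enzyme with vehicle and -100% = no enzyme basal signal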
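Human spleen homogenate (1 ug) incubated with compounds and 1 mM 4-methylumbelliferyl-alpha-D-glucopyranoside in pH 5.0 citrate/phosphate buffer, 37 C, 40 min. Stopped at pH 10; 4-MU fluorescence (Ex 365/Em 440 nm); AC50 by Hill fit.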
CBFb RUNX1 block: blocks binding between human CBF-beta and RUNX1. Q01196+Q13951. AlphaScreen CBFb-His/RUNX1-biotin binding, biochemical. Potency, µM (titrated, usually from 59.8 µM), inactives show at the top dose activity, negative = inhibition, most hits filed as inhibitors. 230,000 tested, under 10 active; note: % of control where 0% means no effect
Target sequence (Q01196 whole entry, looked up): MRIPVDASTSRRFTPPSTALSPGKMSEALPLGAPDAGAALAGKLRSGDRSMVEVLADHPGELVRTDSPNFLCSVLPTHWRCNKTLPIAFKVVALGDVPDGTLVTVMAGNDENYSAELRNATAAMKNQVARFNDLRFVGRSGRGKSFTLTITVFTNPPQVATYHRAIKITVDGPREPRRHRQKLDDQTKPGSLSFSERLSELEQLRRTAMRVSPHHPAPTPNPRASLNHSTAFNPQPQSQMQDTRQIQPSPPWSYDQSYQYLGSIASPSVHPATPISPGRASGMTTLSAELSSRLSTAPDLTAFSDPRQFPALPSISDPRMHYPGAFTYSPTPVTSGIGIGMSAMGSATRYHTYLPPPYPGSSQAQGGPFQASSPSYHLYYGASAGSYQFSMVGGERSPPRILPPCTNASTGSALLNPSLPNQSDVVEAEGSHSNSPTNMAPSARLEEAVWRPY
Target sequence (Q13951 whole entry, looked up): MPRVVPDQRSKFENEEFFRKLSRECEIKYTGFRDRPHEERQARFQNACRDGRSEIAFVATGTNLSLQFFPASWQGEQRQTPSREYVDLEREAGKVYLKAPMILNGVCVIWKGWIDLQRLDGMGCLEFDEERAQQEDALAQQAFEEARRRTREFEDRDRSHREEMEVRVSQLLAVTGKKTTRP
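Read-out: AlphaScreen. Format: His-CBF-beta with biotinylated RUNX1 (30 nM each) preincubated 20 min, compound 15 min, Ni-chelate plus streptavidin beads 90 min; room temperature throughout.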
HTT ATP protect: cytoprotection in Huntington HTT-Q103 PC12 cell model. 0.14% of 230,000 active. AID 1471. Potency, µM (titrated, usually from 56.4 µM), without a hit: cytoprotection (ATP increase), hits mostly activators. PC12 HTT-Q103 induced, cytoprotection, ATP luminescence, 40 h;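 note: potency is the fitted concentration of half-maximal effect; % of control where 0% means no effect; nearly all actives have a fitted effect of over 45% in size; toxic huntingtin expression switched on by the ecdysone agonist tebufenozide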
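Stable PC12 Q103-GFP cells in serum-supplemented, phenol red-free DMEM; induction by tebufenozide at 100 nM final; compound dose series; cell viability quantified luminescently from ATP.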
GAA inh: alpha-glucosidase (human) inhibition; P10253; purified human GAA, 4-MU-alpha-glucoside fluorescence; 0.005% of 200,000 active; Potency, µM (highest dose often 76.9 µM), without a hit: at the highest dose activity change, negative = inhibition, most hits filed as inhibitors; AID 1466;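 note: potency is the fitted concentration of half-maximal effect; plate controls were uninhibited enzyme wells for no effect and no-enzyme background for full effect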
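Human enzyme at 4 nM with 400 uM 4-methylumbelliferyl-alpha-D-pyranoside, citrate/phosphate buffer pH 5.0, 0.005% Tween-20, 20 min at room temperature. Compounds up to 77 uM. 4-MU fluorescence (Ex 365/Em 440) read after NaOH/glycine stop; AC50 from Hill fit.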
The depositor's hits bear a star; ? = inconclusive; . = no result given; & = joins results of further samples; [ ] = remark or other dose. Unless noted, calls come from the whole dose curve; as a rule, active = well fitted curve in the direction sought with a large enough effect; inconclusive = small, poorly fitted or top-dose-only effect, or another doubt; inactive = no such curve, though single readings can be large; an effect the other way counts as inactive or inconclusive.

SMILES	HttQ103 aggreg	LMNA splice mod	GAA glycogen mod	aGlu spleen mod	CBFb RUNX1 block	HTT ATP protect	GAA inh
Cc1ccc(S(=O)(=O)N2CCCC2C(=O)OCc2ccccc2)cc1 (stereo not drawn)	9%	-5%	7%	2%	11%	26%[10 µM]	-3%
Cc1ccc(CN2CCN(Cc3cn[nH]c3C3CCCCC3)CC2CCO)cc1 (stereo not drawn)	6%[9.22 µM]	-4%[46 µM]	1%	-3%	7%	26%[10 µM]	3%
CSc1nc2[nH]ncc2c(=O)n1-c1ccccc1	-9%	9%	2%	-2%	1%	-6%[0.074 µM]	2%
Cn1c(=O)n(C)c2cc(S(=O)(=O)N3CCOCC3)ccc21	10%	0%	-5%	-6%	7%	-14%[0.074 µM]	-5%
CS(=O)(=O)N1CC(C(=O)O)Oc2ccc(CC(=O)O)cc21 (stereo not drawn)	-1%	.	8%	.	-5%	-31%[inhibitor]	-4%
Cc1cc2cc(C(c3nnnn3Cc3ccccc3)N3CCc4ccccc43)c(=O)[nH]c2cc1C (stereo not drawn)	-5%	?	-7%	-11%	-3%	-29%	-3%
C/C=C/C=N/NC(=O)CN(c1ccc(Br)cc1)S(=O)(=O)c1ccccc1	15%	-2%	-3%	2%	-2%	.	0%
COc1ccc(CCN2C(=O)CC(NCCc3ccc(S(N)(=O)=O)cc3)C2=O)cc1OC (stereo not drawn)	-1%	21%	16%	-3%	5%	-13%	-4%
Nc1nnc(SCC(=O)c2ccccc2)s1	2%	9%	-12%	4%	3%	-12%	-3%
COCCN1C(=O)/C(=C/c2ccc(N3CCCC3)cc2C)SC1=S	-9%[9.22 µM]	21%[46 µM]	21%	3%	-17%	-6%[10 µM]	9%
O=C(N/N=C/c1ccc(OCCCF)cc1)c1ccc(C(F)(F)F)cc1	7%	2%[46 µM]	-9%	.	20%	-22%	-4%
CCOC(=O)C1C(=O)NC(c2ccccc2)=NC1c1ccccc1 (stereo not drawn)	3%	3%	-5%	-6%	-1%	0%	-1%
COc1cccc(CNc2ncn[nH]2)c1OCc1ccc(F)cc1	-11%[9.22 µM]	.	-5%	2%	-3%	-5%[10 µM]	-13%
COc1cc(C=C(c2nc3ccccc3s2)c2nc3ccccc3s2)ccc1O	-8%	?	-18%	-6%	?	-8%[10 µM]	-10%
CCOC(=O)CSc1nnc(-c2ccc(OC)cc2)n1CC	9%	4%	4%	2%	2%	-8%[10 µM]	-3%
O=C1NC(=O)/C(=C/c2cccc([N+](=O)[O-])c2)N1	3%[9.22 µM]	.	1%	9%	1%	4%[10 µM]	.
Cc1ccc(NS(=O)(=O)c2ccc(NC(=O)CN(c3cc([N+](=O)[O-])ccc3C)S(C)(=O)=O)cc2)c(C)c1	?	?	-4%	-3%	?	-23%[10 µM]	3%
Cc1ccc(-c2n[nH]c(=S)n2/N=C/C=C/c2ccccc2[N+](=O)[O-])cc1	?	5%	-15%	1%	-25%	26%	-3%
CCOc1ccc(C(c2c(C)[nH][nH]c2=O)c2c(C)[nH][nH]c2=O)cc1OCC	8%	?	-24%	-6%	-1%	6%[1.9 µM]	-5%
COc1ccc(/C=C/C(=O)O)cc1S(=O)(=O)N1CCCCC1	-2%[9.22 µM]	.	-16%	15%	12%	-1%[10 µM]	1%
CCOC(=O)c1[nH]c2ccc(Br)cc2c1NC(=O)CCN1CCCC(C)C1 (stereo not drawn)	-13%	?	-4%	-5%	7%	.	-11%
Cc1cc(N=Cc2c(O)n(-c3cccc(Cl)c3)c(=O)c3ccccc23)no1	-7%	?	3%	-5%	3%	?	4%
O=C(c1ccccn1)C1CCCN(Cc2cn[nH]c2-c2cc3ccccc3o2)C1 (stereo not drawn)	-29%	.	2%	-7%	-25%	-26%	-10%
COC(C(=O)NCc1ccccc1C)c1ccccc1 (stereo not drawn)	10%	?	-10%	3%	0%	35%[10 µM]	7%
O=c1cnnc(SCc2ccc([N+](=O)[O-])cc2)[nH]1	-10%	?	5%	-2%	3%	-28%	-5%
CC(=O)Nc1cc(S(=O)(=O)C(F)(F)F)ccc1Cl	-22%	-1%	2%	8%	6%	-39%[inhibitor][0.074 µM]	-1%
CC(C)c1ccc(C(O)c2cnc(C(C)C)n2C)cc1 (stereo not drawn)	-20%	?	0%	-1%	12%	4%	1%
COC(=O)c1ccc(C(=O)Nc2ccc3nc(-c4cccnc4)[nH]c3c2)cc1	-8%	-9%	8%	0%	?	-1%[10 µM]	-3%
Cc1nn(-c2ccc(Cl)cc2Cl)c(C)c1C(=O)O	0%	?	-3%	-12%	12%	.	2%
CN(C)c1ccc(C=Nc2ccccc2)cc1	7%	16%	15%	-2%	-4%	-2%	-13%

Just GAA inh, aGlu spleen mod and HttQ103 aggreg, for four of the compounds above:
Molecule	GAA inh	aGlu spleen mod	HttQ103 aggreg
O=C(c1ccccn1)C1CCCN(Cc2cn[nH]c2-c2cc3ccccc3o2)C1 (stereo not drawn)	-10%	-7%	-29%
COC(C(=O)NCc1ccccc1C)c1ccccc1 (stereo not drawn)	7%	3%	10%
O=c1cnnc(SCc2ccc([N+](=O)[O-])cc2)[nH]1	-5%	-2%	-10%
CC(=O)Nc1cc(S(=O)(=O)C(F)(F)F)ccc1Cl	-1%	8%	-22%

Going on with the list.
SMILES	HttQ103 aggreg	LMNA splice mod	GAA glycogen mod	aGlu spleen mod	CBFb RUNX1 block	HTT ATP protect	GAA inh
Nc1n[nH]c(S(=O)(=O)CCCc2ccccc2)n1	-4%	1%	6%	6%	2%	2%	3%
CCNc1oc(COc2ccccc2F)nc1C#N	-2%	4%	5%	-2%	-4%	-25%[10 µM]	1%
COc1cccc(/C=N/NC(N)=S)c1OCc1cccc(Cl)c1	-22%	-14%	-3%	-5%	0%	.	5%
CC(C)C1=NOC(C(=O)N2CCC(N3CCC(C(=O)N4CCOCC4)CC3)CC2)C1 (stereo not drawn)	-9%[9.22 µM]	0%[46 µM]	-8%	10%	2%	-27%[10 µM]	10%
CCN1CCCC1CN(Cc1cc2ccc(C)cc2[nH]c1=O)C(=S)Nc1cccc(OC)c1 (stereo not drawn)	4%	?	7%	-13%	0%	-30%[10 µM]	-7%
C=CCOc1ccc(CNc2ccc3[nH]c(=O)[nH]c3c2)cc1	16%[9.22 µM]	.	7%	1%	-1%	-17%[10 µM]	?
CCOC(=O)C1=C(C)N=C(SC)N(C)C1c1ccccc1 (stereo not drawn)	?	18%	-10%	-3%	5%	2%	-6%
CCCOc1cccc(C(=O)NC(=S)Nc2ccc(N3CCN(C)CC3)cc2)c1	11%[9.22 µM]	-6%[46 µM]	13%	-5%	-5%	-29%[1.9 µM]	1%
CCOC(=O)C1=C(O)/C(=C/c2ccc(OCC(=O)O)c(OC)c2)SC1=Nc1ccc(OC)cc1	-1%	0%	-2%	-8%	-26%	.	-19%
C=CCn1c(SCc2ccc(C#N)cc2)nnc1-c1cccc(OC)c1	-5%	?	1%	-22%	2%	6%	-5%
CCOc1ccc(NC(=O)Nc2ccc3c(c2)nc(C)n3C)cc1	-18%[9.22 µM]	.	2%	2%	11%	1%[10 µM]	.
COc1ccccc1Oc1ccc(S(=O)(=O)N2CCOCC2)cc1S(=O)(=O)N1CCOCC1	21%	-1%	-13%	-12%	-7%	-21%[10 µM]	-14%
O=C(Nc1ccn(Cc2c(F)c(F)cc(F)c2F)n1)c1ccc(COc2cc(Cl)ccc2Cl)o1	9%	-5%	-4%	-8%	2%	3%	-7%
Cc1ccc(-c2nc(C#N)c(NCc3ccco3)o2)cc1	16%	0%	-23%	-15%	0%	-1%	0%
COCCn1c(=NC(=O)c2cc3ccccc3oc2=O)sc2cc(S(N)(=O)=O)ccc21	-7%	-5%	-1%	0%	7%	-14%[10 µM]	-3%
Cc1ccccc1OCCn1cc(C(=S)N2CCN(C)CC2)c2ccccc21	?	-8%[9.22 µM]	-11%	0%	-20%	-46%[inhibitor]	2%
CC1CCN(CC(=O)NCc2ccco2)CC1	-4%	-8%[46 µM]	3%	2%	0%	-44%[inhibitor]	-9%
Cc1cc(C(C#N)c2cccc(Cl)c2)n2ncnc2n1 (stereo not drawn)	-8%	6%	?	-5%	-3%	7%	5%
CC(=O)N/C(=N\OCc1ccccc1Cl)c1nonc1NC(C)=O	-20%	-9%	6%	-4%	4%	12%[10 µM]	1%
COc1cccc(-n2c(C)cc(/C=C3/C(=N)N4C(=NC3=O)SN=C4S(C)(=O)=O)c2C)c1	5%	.	2%	4%	-15%	-66%[inhibitor]	-9%
CCN(CC)C(=O)CC(c1ccc(OC)cc1)c1c(OC)cc(OC)c2ccc(=O)oc12 (stereo not drawn)	2%[9.22 µM]	.	-2%	-8%&6%	8%&0%	-3%[10 µM]	.
Cc1c(C(=O)N2CCC(C)CC2)oc2ccc(S(=O)(=O)N3CCC4(CC3)OCCO4)cc12	-29%	?	-3%	-18%	4%	2%	-4%
COC(=O)c1ccc2c(c1)N(C)C(=O)CS2	-1%[9.22 µM]	6%	5%	3%	0%	3%	-5%
O=C1CC(c2ccc(F)cc2)Cc2nc(N3CCc4ccccc43)ncc21 (stereo not drawn)	7%	7%	-2%	-10%	21%	-7%	-5%
CCOc1ccc(-n2c(C)nc3cc(C(=O)NCc4ccc5c(c4)OCO5)ccc32)cc1	7%	0%	-2%	0%	-21%	2%[10 µM]	-2%
CCOc1ccccc1N1CCN(C(=O)C(Sc2ccccc2)c2ccccc2)CC1 (stereo not drawn)	?	11%	-12%	-3%	-2%	-59%[inhibitor]	-2%
CCS(=O)(=O)c1nc(S(=O)(=O)c2ccc(C)cc2)c(NCCCN(C)C)s1	1%	.	-6%	2%	3%	-64%[inhibitor][10 µM]	-4%
COc1ccc(OC)c(C2CC(=O)Nc3cc(OC)c(OC)c(OC)c32)c1 (stereo not drawn)	?	?	1%	-3%	-1%	-5%	?
Cc1c2c(nc3nnnn13)CCCC2	7%	.	11%	0%	20%	?	3%
Cc1cc(C)cc(NC(=S)N2CCC(c3nc4ccccc4s3)CC2)c1	0%	8%[0.0737 µM]	6%	-2%	-16%	2%	-7%
CCNc1ccc2c(Cl)cc(=O)oc2c1	-24%	5%	9%	-3%	19%	41%[1.9 µM]	-1%
